PV pol inh – inhibitors of poliovirus RNA polymerase binding and polymerization; P03300; poliovirus polymerase elongation, fluorescence polarization; active compounds read low; % elongation, % (compound at 16.7 µg/mL); hit rate 0.66% among 150,000; in the data active = % elongation below about 90%; note: some results filed as inactive read as strong as hits
Target sequence (P03300 1749-2209 limits assumed): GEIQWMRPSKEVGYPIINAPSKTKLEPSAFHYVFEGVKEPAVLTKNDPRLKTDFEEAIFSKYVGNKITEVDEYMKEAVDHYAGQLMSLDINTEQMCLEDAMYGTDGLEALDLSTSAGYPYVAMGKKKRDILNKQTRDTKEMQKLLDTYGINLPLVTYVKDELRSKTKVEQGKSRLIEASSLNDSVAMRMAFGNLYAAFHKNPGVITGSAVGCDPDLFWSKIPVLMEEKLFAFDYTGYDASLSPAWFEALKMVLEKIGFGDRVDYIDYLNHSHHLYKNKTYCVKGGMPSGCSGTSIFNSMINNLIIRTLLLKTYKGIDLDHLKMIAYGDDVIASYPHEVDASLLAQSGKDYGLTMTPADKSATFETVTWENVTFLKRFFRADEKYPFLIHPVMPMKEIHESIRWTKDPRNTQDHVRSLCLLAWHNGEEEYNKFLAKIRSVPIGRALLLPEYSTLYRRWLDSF
PV pol inh FP z-score – recorded beside PV pol inh, whose call it bears; z-score; measured here: FP z-score; hits read low
Numbers without * were called inactive. An excerpt; count on the stated rates, not on these rows.

nr | compound | PV pol inh | PV pol inh FP z-score
1 | CCCCC(=O)Nc1nnc(-c2ccc(Cl)cc2)o1 | 105 | 0.9
2 | COc1cc(C(=O)N(Cc2cccnc2)Cc2ccc(C)o2)cc(OC)c1OC | 103 | 0.5
3 | COc1ccc(CCNC(=O)c2cn(CC(C)C)c(=O)c3cc(OC)c(OC)cc23)cc1OC | 99 | -0.1
4 | CCSc1nc2c(c(=O)[nH]c(=O)n2C)n1C | 102 | 0.3
5 | CSc1cc(-c2ccc(Cl)cc2)nc(-c2cccs2)c1 | 101 | -0.4
6 | CC1(C)CC(NCc2ccccc2F)CC(C)(C)N1 | 106 | 0.3
7 | CCOC(=O)c1ccc(NC(=O)Cn2cc(C(=O)C3CC3)c3ccccc32)cc1 | 105 | 0.2
8 | OCC1(CO)COC(c2cccnc2)N1 (stereo not given) | 103 | 0.6
9 | NNC(=O)C(O)(c1ccccc1)c1ccccc1 | 103 | 0.5
10 | Cc1cccc2cc(CNCC3CCCO3)c(Cl)nc12 (stereo not given) | 101 | -0.3
11 | Cc1ccc(-n2nc(CO)c(C(=O)NCC(c3ccccc3)c3ccccc3)n2)cc1 | 105 | -0.3
12 | Cc1cc(C)c2oc(-c3cccc(NC(=O)c4ccco4)c3)nc2c1 | 110 | 0.6
13 | CCc1ccc(NC(=O)C(C)OC(=O)C2CCC(=O)N2)cc1 (stereo not given) | 98 | -0.5
14 | COC(=O)c1cc2oc3ccccc3c2n1CC(=O)Nc1cccc(SC)c1 | 101 | -1.7
15 | CCC(C(=O)N1CC2(C)CC1CC(C)(C)C2)N1C(=O)c2ccccc2C1=O (stereo not given) | 100 | -0.4
16 | O=C(c1ccc2c(c1)sc1nc(-c3ccccc3)cn12)N1CCCCC1 | 100 | -0.3
17 | COC(=O)C1=CC(C(=O)c2ccccc2)=NN(c2ccccc2)C1C(=O)OC (stereo not given) | 135 | 4.5
18 | CC1CCCN(C(=O)c2cccc(S(=O)(=O)N3CCCC3)c2)C1 (stereo not given) | 106 | 1.6
19 | CCn1c(C(=O)N2CCC(C(=O)NCc3ccccc3)CC2)cc2sccc21 | 102 | -0.7
20 | Cc1ccsc1CCNC(=O)c1cc(S(=O)(=O)N2CCCCC2)c[nH]1 | 101 | -0.3
21 | O=C(c1cc(Br)cc2c1OCC2)N1CCCCC1 | 105 | 0.2
22 | COc1ccc(/C=N/n2cnc3scc(-c4cccs4)c3c2=O)cc1OC | 102 | -0.2
23 | O=C(Nc1ccc(S(=O)(=O)N2CCCC2)cc1)C1COc2ccccc2O1 (stereo not given) | 100 | 0
24 | COc1cc(NC(=O)Nc2cccc3ccccc23)ncn1 | 103 | 0.5
25 | CCOC(=S)Nc1ccc(I)cc1 | 106 | 0.2
26 | N#CC(C#N)=Cc1cn(CC(=O)N2CCOCC2)c2ccccc12 | 102 | 0.4
27 | COc1cc2c(cc1OC)CN(Cn1nc(C(F)(F)F)n(C)c1=S)CC2 | 100 | -0.4
28 | CC(=O)Nc1ccc(NC(=O)CSc2cn(CC(=O)N(C(C)C)C(C)C)c3ccccc23)cc1 | 118 | 0.3
29 | CC1CCn2c(nc3cc(C(=O)NCCc4ccc(Cl)cc4)ccc32)C1 (stereo not given) | 100 | -1.7
30 | Cc1ccc2nc(-c3cc4ccccc4oc3=O)[nH]c2c1 | 103 | 0.4
31 | COc1cc2cc3c(=O)oc(-c4ccccc4F)nc3nc2cc1OC | 100 | -0.3
32 | CC(=O)c1cccc(NC(=O)C2CCN(S(=O)(=O)c3ccc4c(c3)oc(=O)n4C)CC2)c1 | 106 | -0.4
33 | CCOc1ccc(-n2c(=O)c3c(C)c(C)sc3n(Cc3ccccc3C)c2=O)cc1 | 107 | 0.3
34 | Cc1ccc(C2Nc3cc(C)c(C)cc3-n3c(-c4ccccc4)c4c(=O)n(C)c(=O)n(C)c4c32)o1 (stereo not given) | 103 | -0.7
35 | Cc1oc2c(c1C(=O)NC(C)c1ccccc1)C(=O)c1ccccc1C2=O (stereo not given) | 102 | 0.5
36 | O=S(=O)(NCCc1csc2nc(-c3ccc(F)cc3)nn12)c1ccc(Oc2ccccc2)cc1 | 114 | 1.5
37 | Brc1cc2c(cc1CSc1nnc3ccccn13)OCO2 | 101 | -0.1
38 | Cc1cnc(C(=O)OCC(=O)c2ccc3[nH]c(=O)[nH]c3c2)cn1 | 98 | -0.3
39 | CN(C)/C=C1\C(=O)c2ccc(Cl)cc2N(Cc2c(F)cccc2Cl)S1(=O)=O | 96 | -1.5
40 | Cc1ccc(NC(=O)C(Cc2ccccc2)NS(=O)(=O)c2ccc3c(c2)oc(=O)n3C)cc1F (stereo not given) | 103 | -1.1
41 | Cc1ccc(S(=O)(=O)N(CC(=O)O)CC(=O)O)cc1 | 105 | 0.9
42 | CCNC(=O)c1ccc2c(c1)S(=O)(=O)c1ccccc1C2=O | 108 | 0.6
43 | NC(=O)COC(=O)c1ccc(Cl)cc1N | 100 | -0.6
44 | CC1(NC(=O)CSC(C)(C)C)CCS(=O)(=O)C1 (stereo not given) | 106 | 0.4
45 | CO/N=C(/C(=O)N[C@@H]1C(=O)N2C(C(=O)O)=C(COC(N)=O)CS[C@H]12)c1ccco1 | 102 | 0.3
46 | CCOC(=O)c1cc(S(=O)(=O)N2CCN(c3cccc(OC)c3)CC2)[nH]n1 | 105 | -0.5
47 | CCn1ccc2c(OCC(=O)NCc3ccccc3)cccc2c1=O | 105 | -0.4
48 | COc1ccc(NC(=O)N2CCC(CN3CCCCC3)CC2)cc1 | 100 | -0.5
49 | Cc1[nH]c2ccccc2c1C(=O)Cn1c(=O)oc2ccccc21 | 98 | -0.5
50 | Cc1cc(C)c(C#N)c(Oc2ccccc2Br)n1 | 104 | 0.8
51 | CSc1nnc(SCC(N)=S)s1 | 103 | 0.5
52 | CCOC(=O)C1N=C2C(=[N+]([O-])C1N)COC(C)(C)/C2=N\O (stereo not given) | 97 | -0.4
53 | CC1(C)C(=O)N(CC(=O)Nc2ccc(OC(F)(F)F)cc2)c2ccccc21 | 114 | 1.5
54 | CC1CCN(CC(=O)Nc2ccc(Cl)cc2Cl)CC1 | 102 | 0
55 | CN(Cc1ccccc1)C1=CC2=CC(=C(C#N)C#N)CCC2CC1 (stereo not given) | 45 | -4.6
56 | O=c1[nH]c(=O)n(-c2ccc(Cl)cc2)c2c1CN(CCCc1ccccc1)CN2 | 101 | 0.2
57 | CCCNC(=O)CCc1nc(-c2ccccc2C)no1 | 103 | 0.2
58 | O=C(CCc1nc(-c2ccccc2)no1)NC1CCCCC1 | 104 | 0.5
59 | CCN(C(=O)c1ccc(S(=O)(=O)N(C)C)cc1)c1nc2c(C)cccc2s1 | 97 | -0.8
60 | Cc1ccc(S(=O)(=O)NN2C(=O)S/C(=C/c3ccccc3)C2=S)cc1 | 102 | -0.1

The list continues:
nr | compound | PV pol inh | PV pol inh FP z-score
61 | CCOc1ccc(CCNC(=O)Nc2ccc3snnc3c2)cc1 | 101 | -0.8
62 | Cc1onc(-c2c(F)cccc2Cl)c1C(=O)NC1C2CC3CC(C2)CC1C3 (stereo not given) | 101 | 0.1
63 | CC(=O)c1cccc(NC(=O)CN2C(=O)CN(C)C(=O)c3ccccc32)c1 | 102 | -0.6
64 | COc1cc(OC)cc(C(c2[nH]c(C)nc2O)C(C#N)C#N)c1 (stereo not given) | 76 | -2.2
65 | CCN(CC)C(=O)CN1C(=O)COCC1=O | 99 | -0.3
66 | CCCc1cc(=O)[nH]c2nnc(SCC)n12 | 108 | 0.2
67 | Cc1onc(-c2ccccc2)c1CNC(=O)c1ccccc1C(=O)O | 102 | 0.2
68 | CCc1ccc(NC(=O)Cn2c(=O)n(CCCC(=O)NCc3ccccc3Cl)c(=O)c3ccccc32)cc1 | 108 | 0.7
69 | COC(=O)CN1C(=O)CSc2ccc(S(=O)(=O)Nc3ccc(C(C)=O)cc3)cc21 | 105 | 0.3
70 | O=c1ccc2cc(S(=O)(=O)n3ccnc3)ccc2o1 | 99 | -0.8
71 | COC(=O)CN1C(=O)C(C)(C)c2cc(S(=O)(=O)Nc3ccc(Br)cc3F)ccc21 | 108 | 0.1
72 | Cc1ccc(C)c(N2CCN(S(=O)(=O)c3csc(C(N)=O)c3)CC2)c1 | 107 | 0.2
73 | CCOC(=O)c1noc2ncn(CC(=O)O)c(=O)c12 | 105 | 0.2
74 | COc1cc2ccccc2cc1C(=O)Nc1ccc2oc(-c3cc(Br)ccc3Cl)nc2c1 | 105 | 0.2
75 | COc1ccc(C=Nc2ccc(C(N)=O)cc2)cc1 | 105 | 0.6
76 | COc1ccc(CCNC(=O)C2(c3cccs3)CCOCC2)cc1 | 101 | -1.3
77 | CCOC(=O)Nc1ccc2c(c1)N(C(=O)CCN(C)C)c1ccccc1S2 | 99 | -0.9
78 | Cc1ccc(Cn2cc(C(=O)c3ccc(F)cc3)c(=O)c3cc4c(cc32)OCO4)cc1 | 102 | -1.5
79 | Cc1cc(/C=C(/C#N)C(=O)NC(C)C)c(C)n1-c1ccc2ccccc2c1 | 101 | 0.1
80 | CCOc1cc(-c2nc(-c3ccc(-c4ccc(OC)cc4)nc3OC)no2)cc(OCC)c1OCC | 111 | 1.1
81 | Cc1ccc(C(=O)NCC2OCCc3ccccc32)cc1 (stereo not given) | 105 | 0.8
82 | Cc1ccc(Cl)cc1N1CCN(S(=O)(=O)c2ccc3c(c2)CCN3C(=O)C2CCC2)CC1 | 107 | -0.5
83 | Cc1ccsc1CNC(C)(C)CO | 100 | -0.2
84 | CCCCNC(=O)Cn1nc(Cc2ccncc2)c2ccccc2c1=O | 101 | 0.4
85 | CCOc1ccc(C2CC(=O)c3c([nH]c(C(=O)OCc4ccccc4)c3C)C2)cc1 (stereo not given) | 103 | -0.6
86 | O=C(CSc1nncn1-c1ccccc1)NC1CC1 | 104 | 0.4
87 | CCOc1ccc(/C=N/n2nnnc2N)cc1OCC | 98 | -0.9
88 | CC(=O)NCCNC(=O)c1ccc2c(=O)n(CCc3ccccc3)c(=O)[nH]c2c1 | 104 | -0.2
89 | N#CCC(=O)N(Cc1ccccc1)C(=O)Nc1cccc(F)c1 | 108 | 0.8
90 | O=C(Cc1ccc2c(c1)OCCO2)Nc1ccccc1N1CCOCC1 | 100 | -0.3
91 | CC[N+]12CCC(CC1)C(C(O)(c1ccccc1)c1ccccc1)C2 (stereo not given) | 105 | 0.6
92 | C=CCn1c(SCC(=O)Nc2ccc(S(N)(=O)=O)cc2)nnc1-c1ccco1 | 102 | 0
93 | Cn1cc(NC(=O)N2CCCCC2)c2ccccc2c1=O | 100 | -0.4
94 | Cc1ccc(-c2cn3cccnc3n2)cc1NC(=O)Nc1ccccc1 | 105 | 1
95 | CN(C)Cc1c(O)ccc2c1O/C(=C\c1ccccc1)C2=O | 98 | -1.1
96 | O=C(/C=C/c1cccs1)NC1CCN(Cc2ccccc2)CC1 | 102 | 0.2
97 | COc1cc(C=Nc2ccccc2C(N)=O)ccc1O | 100 | 0.1
98 | Cc1c(-c2ccccc2)n(-c2ccc(Cl)cc2)c2nc3c(c(=O)n(C)c(=O)n3C)n12 | 106 | 0.5
99 | CCCCCn1c(SCC(=O)N2CCC(C(=O)O)CC2)nc2ccccc21 | 101 | -0.3
100 | CCCCCCc1c(C)c2c(cc(C)c3c(C)coc32)oc1=O | 109 | 0.6
101 | COc1ccc(-c2cc(C(F)(F)F)nc(SCC(=O)NC(C)c3ccccc3)n2)cc1 (stereo not given) | 105 | 0.4
102 | NCCCNC(=O)c1cc2ccccc2[nH]1 | 103 | 0.4
103 | O=C(CN(c1ccc(I)cc1)S(=O)(=O)c1ccccc1)Nc1cccnc1 | 99 | -1
104 | COc1ccc(CN2C(=O)C(F)(F)C2c2ccco2)cc1 (stereo not given) | 97 | -0.6
105 | COc1ccc(N2CCN(C(=O)CSCc3ccc(C)cc3)CC2)cc1 | 114 | 0.8
106 | O=C(/C=C1/Sc2ccccc2N(Cc2ccc(F)cc2)C1=O)NCc1ccccc1 | 100 | -0.7
107 | C=CCn1c(SCc2nnc(-c3ccccc3)o2)nnc1C(O)c1ccccc1 (stereo not given) | 101 | 0.1
108 | CN(C)C(=O)c1cn(-c2ccccc2)nc1-c1cccnc1 | 100 | -0.4
109 | Cc1ccc(S(=O)(=O)N2CCc3cc(C(=O)Nc4c(F)cccc4F)ccc32)cc1 | 108 | 0.6
110 | COC(=O)CSC(=S)N1CCCC1 | 105 | 0.3
111 | NS(=O)(=O)c1ccc(CCNC(=O)CN2CCCCC2)cc1 | 101 | -0.3
112 | CCOC(=O)c1ccc(NC(=O)C2C3CCCCC32)cc1 (stereo not given) | 108 | 0.6
113 | CCOC(=O)Nc1cccc(C(=O)O)c1 | 101 | -0.2
114 | CCOC(=O)N1CCC(NCCNC(=O)c2ccccc2Cl)CC1 | 101 | -0.5

Entries 91 through 92, quoted:
nr | compound | PV pol inh | PV pol inh FP z-score
91 | CC[N+]12CCC(CC1)C(C(O)(c1ccccc1)c1ccccc1)C2 (stereo not given) | 105 | 0.6
92 | C=CCn1c(SCC(=O)Nc2ccc(S(N)(=O)=O)cc2)nnc1-c1ccco1 | 102 | 0

Rewritten with two lines to a compound: 13 of the compounds above
The line under a structure holds: PV pol inh, PV pol inh FP z-score
91. CC[N+]12CCC(CC1)C(C(O)(c1ccccc1)c1ccccc1)C2 (stereo not given)
 : 105, 0.6
92. C=CCn1c(SCC(=O)Nc2ccc(S(N)(=O)=O)cc2)nnc1-c1ccco1
 : 102, 0
93. Cn1cc(NC(=O)N2CCCCC2)c2ccccc2c1=O
 : 100, -0.4
94. Cc1ccc(-c2cn3cccnc3n2)cc1NC(=O)Nc1ccccc1
 : 105, 1
95. CN(C)Cc1c(O)ccc2c1O/C(=C\c1ccccc1)C2=O
 : 98, -1.1
96. O=C(/C=C/c1cccs1)NC1CCN(Cc2ccccc2)CC1
 : 102, 0.2
97. COc1cc(C=Nc2ccccc2C(N)=O)ccc1O
 : 100, 0.1
98. Cc1c(-c2ccccc2)n(-c2ccc(Cl)cc2)c2nc3c(c(=O)n(C)c(=O)n3C)n12
 : 106, 0.5
99. CCCCCn1c(SCC(=O)N2CCC(C(=O)O)CC2)nc2ccccc21
 : 101, -0.3
100. CCCCCCc1c(C)c2c(cc(C)c3c(C)coc32)oc1=O
 : 109, 0.6
101. COc1ccc(-c2cc(C(F)(F)F)nc(SCC(=O)NC(C)c3ccccc3)n2)cc1 (stereo not given)
 : 105, 0.4
102. NCCCNC(=O)c1cc2ccccc2[nH]1
 : 103, 0.4
103. O=C(CN(c1ccc(I)cc1)S(=O)(=O)c1ccccc1)Nc1cccnc1
 : 99, -1

Screening data deposited in PubChem by ICCB-Longwood Screening Facility, Harvard Medical School.
